PLAP act: activates human placental alkaline phosphatase; purified PLAP enzyme, luminescent substrate read-out; hits give high values; P05187; activation fold at 20 µM; 96,000 tested, 1.2% active; in the data active = activation fold above about 2
CYP2C9 act: CYP2C9 (human) activation; 96,000 tested, 1.4% active; recombinant CYP2C9, luciferin-H conversion, luminescence; hits give high values; factor 1 = untreated enzyme, 0 = blocked; AID 1024; activation factor at 5 µM; P11712;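 active = activation factor of 2 or more for CYP2C9 at a 5 µM dose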;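 note: 0 = sulfaphenazole-blocked wells and 1 = vehicle-only wells; values of inactives mirror those of a sister screen read the other way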
CYP2C19 act: cytochrome P450 2C19 (human) activation; P33261; recombinant CYP2C19, luciferin-H EGE luminescence; hits give high values; 0 = fully inhibited enzyme, 1 = untreated enzyme; activation factor at 5 µM; 96,000 tested, under 10 active;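 active = activation factor of at least 2 at 5 µM in the primary screen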;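 note: 0 = wells with 2.5 mM tranylcypromine and 1 = vehicle-only wells; values of inactives mirror those of a sister screen read the other way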
CYP2C19 inh: human CYP2C19 inhibition. P33261. CYP2C19 Supersomes, luciferin-H EGE luminescence, 30 min. inhibition, % at 5 µM. 96,000 tested, 21% active. AID 778;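 active = CYP2C19 inhibition above a set limit at 5 µM in the primary screen, cut at about 50% in these data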;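 note: plate controls were negative control wells for no effect and 2.5 mM tranylcypromine positive control for full effect; values of inactives mirror those of a sister screen read the other way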
CD11b adhes inh: CD11b/CD18-fibrinogen binding inhibition; P05107+P11215; K562 CD11b/CD18 adhesion to fibrinogen, ATPlite luminescence; Mn2+ added to activate the integrin; inhibition, % at 10 µM; 93,000 tested, 0.54% active; AID 1497;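 active = primary inhibition of 50% or more at 10 µM, then 40% or more on retest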; note: some results filed as inactive read as strong as hits
CYP2C9 inh: inhibitors of human CYP2C9; CYP2C9 Supersomes, luciferin-H conversion, luminescence; P11712; inhibition, % at 5 µM; 96,000 tested, 20% active; AID 777;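 active = blocking of liver enzyme CYP2C9 beyond about 50% at 5 µM, limit read from the data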; note: values of inactives mirror those of a sister screen read the other way
Pyk2 oligo antag: Pyk2 (human) oligomerization antagonism. 99,000 tested, 0.83% active. Q293 cells, Pyk2 FERM NanoBiT luminescence; hits give low values. Q14289. z-score (the deposit names both 25 µM and 10 µM);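 active = Z-score of -3 or lower, scaled per plate to the spread of control and sample wells; inactive = z-score above -3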;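 note: negative z-score means lost luminescence so less FERM oligomerization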
Target sequence (Q14289 whole entry, looked up): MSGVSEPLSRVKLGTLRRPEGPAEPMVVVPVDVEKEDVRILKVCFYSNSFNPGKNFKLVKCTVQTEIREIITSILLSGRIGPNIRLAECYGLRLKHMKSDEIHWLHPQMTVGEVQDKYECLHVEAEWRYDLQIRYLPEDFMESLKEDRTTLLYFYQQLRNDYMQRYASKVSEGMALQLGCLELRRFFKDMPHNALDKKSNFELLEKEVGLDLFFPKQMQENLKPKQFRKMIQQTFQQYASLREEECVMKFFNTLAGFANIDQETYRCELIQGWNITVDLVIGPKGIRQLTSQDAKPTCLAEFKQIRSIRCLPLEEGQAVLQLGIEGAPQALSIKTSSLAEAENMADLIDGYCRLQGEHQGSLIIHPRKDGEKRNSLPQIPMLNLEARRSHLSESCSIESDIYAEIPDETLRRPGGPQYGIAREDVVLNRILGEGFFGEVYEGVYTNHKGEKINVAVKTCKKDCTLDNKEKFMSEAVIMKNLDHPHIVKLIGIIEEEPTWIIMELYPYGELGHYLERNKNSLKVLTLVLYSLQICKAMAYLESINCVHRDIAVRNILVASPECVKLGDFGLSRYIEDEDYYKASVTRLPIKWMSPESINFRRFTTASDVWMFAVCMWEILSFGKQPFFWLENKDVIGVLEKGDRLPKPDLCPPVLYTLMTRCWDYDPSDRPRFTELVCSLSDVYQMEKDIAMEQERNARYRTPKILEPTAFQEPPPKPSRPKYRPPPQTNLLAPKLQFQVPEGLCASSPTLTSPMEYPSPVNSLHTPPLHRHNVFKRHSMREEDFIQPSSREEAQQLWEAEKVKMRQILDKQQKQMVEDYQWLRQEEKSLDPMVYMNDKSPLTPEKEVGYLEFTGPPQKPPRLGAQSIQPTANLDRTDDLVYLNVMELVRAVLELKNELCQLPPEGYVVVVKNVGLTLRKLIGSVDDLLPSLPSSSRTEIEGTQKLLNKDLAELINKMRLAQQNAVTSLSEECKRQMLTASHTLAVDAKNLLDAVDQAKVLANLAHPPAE
MT1-MMP txn act: activates MT1-MMP transcription | HT1080 MT1-MMP promoter luciferase reporter, luminescence, overnight; hits give high values | activation factor at 10 µM | 86,000 tested, 0.16% active | AID 750;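 active = activation factor of at least 2 for MT1-MMP transcription at 10 µM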
Mac1 fbg enh: enhancers of human CD11b/CD18 binding to fibrinogen; P05107+P11215; K562 CD11b/CD18 adhesion to fibrinogen, ATPlite luminescence; activation, % at 10 µM; 93,000 tested, 0.07% active; AID 1499;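 active = 10 µM primary screen giving 50% or more activity, confirmed by 40% or more on retest at that dose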; note: strong numbers were not always called active; reference of the scale not given here
* marks the source's active call; other numbers are inactive results; . = no result given.

SMILES	PLAP act	CYP2C9 act	CYP2C19 act	CYP2C19 inh	CD11b adhes inh	CYP2C9 inh	Pyk2 oligo antag	MT1-MMP txn act	Mac1 fbg enh
CCNC(=O)n1nccc1C(C)Oc1ccccc1 (centres undefined)	0.8	0.5	0.5	54.9*	.	45.8	-0.73	.	.
O=C(CCN1CCN(c2ccccc2)CC1)Nc1ccccc1F	1.2	0.2	0.2	75.3*	1.4	75.1*	-1.35	1.2	-2.2
CCOc1ccccc1N1CC(O)=C(c2nc3ccccc3s2)C1=N	1	0.4	0.4	59.1*	14.6	57.8*	-2.47	0.6	-3.5
Cc1ccc2cc3cc(C(=O)N4CCN(C(=O)c5ccco5)CC4)sc3nc2c1	1.2	0.5	0.4	63.6*	-51.9	47.0	0.35	1.1	-0.7
S=c1[nH]nc(-c2cc(-c3ccco3)[nH]n2)n1-c1cccc2ccccc12	1.9	0.5	0.8	21.2	-8.3	48.2	-0.01	1.1	-3.3
Cc1cccc(N(C)S(=O)(=O)c2ccc3[nH]c(=O)c(=O)[nH]c3c2)c1	1	0.5	1	-3.3	.	48.8	0.16	1.2	.
O=C(Nc1ccccn1)c1ccc(=O)[nH]n1	0.9	1.1	1	-4.4	-28.6	-5.2	1.39	1.2	5.0
Cc1ccc(C)c(C(=O)O/N=C(\N)c2ccc(Br)cc2)c1	0.8	1.4	0.9	14.3	7.5	-41.7	0.89	1.2	-6.1
S=C(NCCSCc1ccccc1Cl)Nc1ccccc1	.	1.9	0	96.2*	-1.7	-93.6	-0.57	.	-1.9
O=c1cc(CN2CCN(Cc3ccccc3)CC2)c2cc(Cl)ccc2o1	1.2	1.1	0.8	20.0	-0.2	-8.0	0.05	1.2	-2.2
COc1cccc(N2CCN(c3ncnc4c3cnn4-c3ccc(C)cc3C)CC2)c1	0.9	1	0.9	11.3	30.8	3.7	.	1.2	-0.8
COc1ccccc1NC(=O)C1=C(C)Nc2nc(CCCO)nn2C1c1ccc2c(c1)OCO2 (centres undefined)	1.6	0.4	0.6	39.5	10.7	59.4*	0.14	1.2	0.4
CCCSc1cc(N2CCOCC2)nc(-c2ccccc2Cl)n1	1.4	0.4	0.9	9.0	5.5	57.4*	-1.31	.	-1.1
CCC(C)(C)n1c(=O)[nH]c2c(c1=O)CCC2	1	1	0.9	14.8	6.2	0.8	0.08	1	-6.6
O=C(ON=C1CCN(S(=O)(=O)c2ccccc2)CC1)c1ccccc1	0.9	0.9	1	-0.7	.	14.5	0.24	.	.
COc1ccc2c(c1)c(C(=O)CN1CCC(C(N)=O)CC1)c(C)n2C	1	0.9	1	-1.0	-4.6	12.0	0.28	.	-3.4
CC1(C)C2CC=C(/C=N/n3cnnc3)C1C2 (centres undefined)	1.1	0.9	0.9	7.3	9.5	6.1	1.33	1.1	2.4
COCCn1c(-c2cc(OC)c(OC)c(OC)c2)nc2nc3ccccc3nc21	1.1	0.9	1.1	-6.9	-6.5	8.7	.	1.1	-0.1
O=c1c2ccccc2ncn1Cc1nc2ccccc2s1	1.3	0.2	0.2	81.7*	-13.4	77.3*	0.09	1.1	3.8
CCOC(=O)c1c(-c2ccc(OC)cc2)csc1NC(=O)CSc1ccccc1	0.8	0.5	0.8	19.0	9.7	49.2	0.12	.	0.3
O=C(Nc1ccnc(-c2cccnc2)n1)c1cccc(Cl)c1Cl	0.8	0.8	0.5	51.0*	.	24.2	-0.28	.	.
CN(C)/C=N/c1c(C(=O)NCc2ccccc2)nnn1Cc1ccccc1	1.1	0.9	1	-0.4	-16.8	6.3	0.13	1.1	-5.3
CCCCNC(=O)c1ccc2c(OCC)n(CCCC)nc2c1	1	1	0.9	12.8	.	2.2	.	.	.
CC(C)c1cc(C(F)(F)F)n2nc(C(=O)Nc3ccc4c(c3)OCO4)cc2n1	1	0.7	0.8	22.2	-4.1	31.7	-0.43	1.3	0.6
CC(=O)N1CCc2cc(S(=O)(=O)NCCN3CCC(C)CC3)ccc21	1.3	1	0.5	50.8*	-29.2	2.8	0.77	.	2.5
Cc1ccc(NC(=S)N2CCN(C(=O)C3CCCO3)CC2)c(C)c1 (centres undefined)	0.9	1	0.9	9.3	.	3.0	-0.3	.	.
CC1=C(C(=O)OCC(C)C)C(c2cc3c(cc2Br)OCO3)NC(=O)N1C (centres undefined)	1.5	0.3	0.2	83.7*	0.2	72.2*	-1.98	1	2.6
Cc1cccc(CSC2=NCCN2C(=O)C2CC2)c1	0.9	0.7	0.2	79.9*	-18.1	28.2	0.21	1	1.7
Nc1nnc(SCc2coc(-c3ccc(Cl)cc3)n2)s1	0.8	1	1	-4.1	-3.8	2.1	0.99	1.4	-2.2
COC(=O)C1=C(C)N(CCc2ccccc2)C(=O)C1	1.1	1.1	0.7	28.6	-14.3	-14.7	-0.11	0.9	-7.2
CS(=O)(=O)N1CCCC(C(=O)NCCc2ccc(Cl)cc2)C1 (centres undefined)	1.1	0.9	1	4.5	-1.8	9.0	1.24	1.1	-1.5
COc1cccc(-n2nc(C(=O)N3CC(C)CC(C)C3)c3ccccc3c2=O)c1 (centres undefined)	1.3	0.4	0.5	46.9	-38.2	58.4*	-0.49	1.1	-1.1
CNC(=S)N1N=C(c2ccc(Br)cc2)CC1c1ccc(Br)cc1 (centres undefined)	0.9	0.1	0	98.1*	-6.2	94.6*	-0.11	.	-3.6
OCCOCCNc1ncnc2nc[nH]c12	1.1	0.9	1.1	-8.8	-5.6	10.3	.	1	3.4
CCNc1cc(=O)n(C)c(=O)n1C	1	1.1	1	-2.7	-20.5	-9.5	0.38	1.2	-1.1
CCOC(=O)CSc1nnc(CNC(=O)c2cccs2)n1-c1cc(C)ccc1C	1.2	0.8	1	-1.4	5.8	20.5	0.06	1.1	-4.7
CCCCC(C(=O)O)C(C)CC(=O)Nc1cccc(C(=O)O)c1 (centres undefined)	1.1	0.9	1	-1.2	6.6	5.6	-0.6	1	-3.2
CCCCOC(=O)Nc1ccc(S(=O)(=O)Nc2nc(C)cc(C)n2)cc1	0.8	0.6	1	1.4	2.1	40.7	-0.12	0.9	5.5
CCSc1ccc(NC(=O)c2cccnc2)cc1	1	0.9	1	-2.3	.	12.1	-0.12	1.3	.
CCc1cccc(C)c1NC(=O)c1cccc(N(C)C)c1	1	0.8	0.8	17.2	.	15.4	0.71	1	.
CS(=O)(=O)C1=C(O)C(=O)N(c2ccccc2)C1c1ccccc1 (centres undefined)	1	0.9	0.5	50.7*	5.9	12.0	0.85	1	0.0
Cc1cc(C)n(-c2nc(Nc3ccccc3C)nc(-n3nc(C)cc3C)n2)n1	0.9	0.9	1	1.7	.	14.0	.	1	.
O=C(CCC1CCCCC1)Nc1c2c(nn1-c1ccc(F)cc1)CS(=O)(=O)C2	1.1	0.9	0.8	15.6	19.8	10.5	1.17	1.1	-3.7
N#CC1=C(S)N(c2ccc(F)cc2)C(c2cccs2)NC1=O (centres undefined)	1.3	0.8	1	-1.9	0.7	17.3	1.53	.	-4.4
Cc1cccn2cc(CSc3ccccc3N)nc12	0.9	1.4	0.6	42.6	8.1	-42.7	-0.06	.	-3.6
c1ccc(-n2ncc3c(N4CCN(CCOc5cccc6ccccc56)CC4)ncnc32)cc1	1.5	0.2	0.5	48.0	-20.1	76.5*	-0.32	1.1	0.9
O=C(O)c1ccc(CSc2nnc(-c3ccncc3)n2CC2CCCO2)cc1 (centres undefined)	1.2	0.7	0.7	27.0	-5.2	30.7	0.62	1.1	-2.0
O=C(CSc1nnc(CNC(=O)c2ccccc2F)o1)c1ccccc1	1.2	0.6	0.7	30.5	-23.0	37.4	0.28	.	2.8
CC(C)N(Cc1nc(-c2ccccc2)no1)C(=O)C1CCCCC1	1.9	0.2	0.2	84.9*	0.0	80.8*	-0.57	1.1	-5.2
COc1cccc(-c2nn(C)c3sc(C(=O)Nc4ccc5c(c4)OCCO5)cc23)c1	1.1	0.5	0.9	14.5	0.6	48.8	-2.95	1.8	4.6
O=C(O)CSc1sc(=S)sc1SCC(=O)O	1	1	0.7	27.3	.	2.6	0.09	1.1	.
CCOC(=O)N1CCN(C2CC(=O)N(c3ccccc3)C2=O)CC1 (centres undefined)	1.1	1.1	1.1	-9.8	-14.1	-12.2	0.53	1.2	-1.6
Cn1c(=S)[nH]c2ccccc21	1	1.3	1.2	-20.9	20.8	-32.0	0.51	1	-1.6
COc1ccc2cc(/C=N/NC(=O)CSCc3ccc([N+](=O)[O-])cc3)c(Cl)nc2c1	0.9	1	0.9	11.6	.	3.2	1.13	.	.
CCN(CC)CCOC(=O)C12CC3CC(CC(C3)C1)C2	1.2	1.1	1	1.2	-4.3	-9.7	0.05	1.1	-5.7
CC1CCN(C(=O)C2CCCN(S(C)(=O)=O)C2)CC1 (centres undefined)	0.9	1	1	-3.8	.	3.1	0.13	1.1	.
CC(C)C(c1nnnn1Cc1ccc(F)cc1)N1CCN(C(=O)c2ccco2)CC1 (centres undefined)	1.7	0.4	0.5	50.3*	8.9	62.1*	0.28	1.1	0.9
Cc1cccc(N2CCN(C(=O)COc3cc(=O)n(C)c4ccccc34)CC2)c1C	1.4	1.1	0.5	51.3*	.	-6.4	-0.44	.	.
Cc1c(NC(=O)C2(C)CCCCC2)c(=O)n(-c2ccccc2)n1C	0.8	1	1.2	-15.3	1.6	-1.4	1.48	1.1	-1.7
COc1cccc(S(=O)(=O)Nc2cccnc2)c1	1	1.1	0.8	24.2	-25.1	-10.3	0.27	1	-0.3

Carrying on:
SMILES	PLAP act	CYP2C9 act	CYP2C19 act	CYP2C19 inh	CD11b adhes inh	CYP2C9 inh	Pyk2 oligo antag	MT1-MMP txn act	Mac1 fbg enh
O=C(Cn1nnc(-c2ccccc2)n1)OCc1ccccc1	0.9	0.9	0.7	33.9	.	9.7	0.62	1.2	.
CC(=O)c1cccc(S(=O)(=O)N2CCC(n3nnc4cc(F)ccc43)CC2)c1	1.2	1.3	0.6	43.1	-10.5	-31.0	0.48	1.1	-1.1
COc1cc(CNC2CCC(C)C2)cc(OC)c1 (centres undefined)	0.8	1.1	0.4	61.8*	1.1	-13.1	0.93	1.2	2.5
Cc1cccc(NC(=O)CCOc2ccccc2)c1	0.9	1.5	0.5	48.7	-1.2	-46.6	0.63	1.4	-4.7
CC(Sc1nnc2ccccn12)C(=O)Nc1ccc(Cl)cn1 (centres undefined)	0.7	0.9	0.5	45.7	-12.0	7.9	0.25	1.1	1.1
COc1ccc(Cl)cc1NC(=O)COC(=O)/C=C/c1c(C)nn(C2CCS(=O)(=O)C2)c1Cl (centres undefined)	1	1.1	1	-4.6	-13.1	-12.7	0.11	1.2	0.5
O=C(CN1C(=O)CCSc2ccccc21)Nc1ccc2c(c1)OCO2	1	0.3	0.1	90.0*	1.9	70.4*	-0.52	1.1	-1.6
CCOC(=O)c1c(C)n(-c2ccc(C)cc2)c2c(CC(C)=O)c(Br)c(OC)c(O)c12	1	0.8	1	4.9	-0.4	18.7	0.92	.	-5.4
CCOc1ccccc1NC(=O)c1ccc2nccnc2c1	0.9	2.1*	1	2.2	0.8	-114.5	0.12	1.1	-0.9
COC(=O)CN1C(=O)C(O)(CC(=O)c2ccc(Br)cc2)c2ccccc21 (centres undefined)	0.9	0.8	0.5	46.9	-10.0	17.2	.	1.3	-1.1
O=C(CSc1cccc(C(F)(F)F)c1)NC(=O)NCc1ccco1	0.8	1	0.7	26.0	2.6	-2.2	-0.17	1.1	0.0
CSc1ccccc1NC(=O)Nc1ccccc1	0.8	0.7	0.4	57.7*	4.1	30.4	-0.29	1.3	-1.1
COc1ccc(CCC(=O)N2CC(C)OC(C)C2)cc1 (centres undefined)	1.2	0.9	0.7	27.8	5.1	9.8	0.44	1.1	-1.6

From PubChem
